Screens deposited in PubChem by Sanford-Burnham Center for Chemical Genomics.
UBC13 polyUb: blocks human UBC13 polyubiquitin chain formation; P61088; TR-FRET; inhibition, % at 20 µM; 330,000 tested, 0.47% active; AID 485273; in the data active = inhibition above about 45%, passing the limit was not always enough
MIN6 prolif: MIN6 beta-cell proliferation induction; 330,000 tested, 0.29% active; MIN6 cells proliferation, ATPlite luminescence, 48 h; cells starved in 0.2% serum; 100% = growth in 10% serum; proliferation, % at 10 µM; AID 2380;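 active = compounds whose signal lies at least 3.5 SD above the mean of all wells on their plate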;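 note: 0% = DMSO-treated cells in low-serum medium and 100% = 10% serum control; some compounds called inactive have numbers as strong as hits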
SENP8 block-1: inhibitors of human SENP8 protease. purified SENP8, Z-RLRGG-aminoluciferin cleavage, luminescence. inhibition, % at 10 µM. 330,000 tested, 1.2% active. AID 2540; in the data active = inhibition above about 50%
Target sequence (Q96LD8 whole entry, looked up): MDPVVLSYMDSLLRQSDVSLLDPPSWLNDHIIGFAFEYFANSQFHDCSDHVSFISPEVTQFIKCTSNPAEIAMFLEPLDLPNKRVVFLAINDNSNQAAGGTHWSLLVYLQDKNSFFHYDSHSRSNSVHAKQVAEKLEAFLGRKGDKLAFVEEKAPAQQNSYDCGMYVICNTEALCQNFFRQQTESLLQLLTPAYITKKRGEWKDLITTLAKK
SENP6 inh: inhibitors of human SENP6 protease. 330,000 tested, 1.8% active. Recombinant SENP6 catalytic domain, aminoluciferin luminescence. inhibition, % at 10 µM;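 active = inhibition above about 50% at the single tested dose, limit read from the data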;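 note: plate controls were DMSO wells with enzyme for no effect and DMSO wells lacking enzyme for full effect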
Target sequence (Q9GZR1 628-1112 limits assumed): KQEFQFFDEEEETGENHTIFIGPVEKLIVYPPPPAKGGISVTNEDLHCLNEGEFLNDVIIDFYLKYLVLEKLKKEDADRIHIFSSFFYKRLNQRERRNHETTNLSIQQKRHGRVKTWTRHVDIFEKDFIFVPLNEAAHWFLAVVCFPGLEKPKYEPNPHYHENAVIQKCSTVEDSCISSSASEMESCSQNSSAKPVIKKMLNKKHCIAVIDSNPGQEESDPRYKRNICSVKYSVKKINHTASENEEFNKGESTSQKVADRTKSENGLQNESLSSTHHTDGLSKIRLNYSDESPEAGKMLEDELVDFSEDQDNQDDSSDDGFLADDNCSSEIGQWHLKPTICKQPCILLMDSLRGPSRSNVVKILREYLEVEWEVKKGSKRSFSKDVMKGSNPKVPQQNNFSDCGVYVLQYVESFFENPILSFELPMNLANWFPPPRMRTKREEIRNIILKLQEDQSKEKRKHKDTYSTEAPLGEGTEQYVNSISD
HKDC1 inh: blocks human hexokinase HKDC1 activity; inhibition, % at 20 µM; recombinant HKDC1, G6PDH/diaphorase resazurin coupled fluorescence; 340,000 tested, 0.16% active; Q2TB90;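 active = inhibition above about 35% when tested at 20 µM, limit read from the data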;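 note: plate controls were DMSO wells with enzyme for no effect and DMSO wells lacking enzyme for full effect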
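test system = in-house recombinant HK5 (HKDC1) enzyme | amount = HKDC1 at 5 µg/mL | control set = DMSO-enzyme wells negative, buffer-substituted wells positive | compound = one dose of 20 µM, 1% DMSO | schedule = reaction time 90 min, room temperature, protected from light | technique = resorufin fluorescence at 613 nm | reagent = glucose with 1 mM ATP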
SENP7 block: inhibitors of human SENP7 protease. recombinant SENP7, Z-RLRGG-aminoluciferin luminescence, 40 min. Q9BQF6. 330,000 tested, 1.5% active. AID 434973. inhibition, % at 5 µM;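 active = inhibition above about 50% at the single test dose, limit read from the data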;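 note: plate controls were DMSO with enzyme for no effect and no enzyme buffer wells for full effect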
Target sequence (Q9BQF6 706-1050 limits assumed): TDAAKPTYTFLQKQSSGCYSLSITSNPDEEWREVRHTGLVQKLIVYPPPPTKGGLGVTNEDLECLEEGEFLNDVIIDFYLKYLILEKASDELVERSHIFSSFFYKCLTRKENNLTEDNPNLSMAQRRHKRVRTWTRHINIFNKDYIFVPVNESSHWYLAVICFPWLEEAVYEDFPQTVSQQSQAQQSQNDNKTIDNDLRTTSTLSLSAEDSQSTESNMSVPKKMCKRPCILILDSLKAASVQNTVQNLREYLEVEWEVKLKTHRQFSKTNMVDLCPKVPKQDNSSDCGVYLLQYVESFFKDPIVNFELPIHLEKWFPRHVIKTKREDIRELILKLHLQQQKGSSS
SENP1 inh: SENP1 (human) catalytic domain inhibition. inhibition, % at 10 µM. 360,000 tested, 0.21% active. recombinant SENP1 catalytic domain, CyPet-SUMO1-YPet FRET cleavage. Q9P0U3;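 active = inhibition at least 30% at 10 µM, raw YFP signal under a set limit, fluorescence ratio 0.5 to 1.5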;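 note: 0% = enzyme with DMSO and 100% = no enzyme wells; some results filed as inactive read as strong as hits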
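Assay system – human recombinant His6-tagged SENP1 catalytic domain enzyme · Input – SENP1 enzyme, 20 pM final · Buffer or medium – Tris pH 8 buffer plus EDTA, NaCl, BME, BSA, NP40, catalase · Schedule – 50 min reaction at room temperature · Technique – FRET read of cyan and yellow fluorescence · Control set – no-enzyme wells low, DMSO-plus-enzyme wells high control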
PfG6PD inh: PfG6PD (Plasmodium falciparum) enzyme inhibition. inhibition, % at 20 µM. 350,000 tested, 0.78% active. PfGluPho enzyme, NADPH resazurin-diaphorase fluorescence. AID 504690;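 active = inhibition reaching at least a set limit at 20 µM in the primary screen, cut at about 59% in these data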;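 note: 0% = DMSO wells with substrate and 100% = DMSO wells lacking glucose-6-phosphate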
SENP8 block-2: SENP8 (human) protease inhibition; recombinant SENP8, Nedd8 substrate fluorescence; inhibition, % at 20 µM; 360,000 tested, 0.64% active; AID 602440; in the data active = inhibition mostly above about 40%, no sharp cut-off; inactive = mostly below about 27%
* = called active by the depositor; i = inactive; / = no result given.

SMILES | UBC13 polyUb | MIN6 prolif | SENP8 block-1 | SENP6 inh | HKDC1 inh | SENP7 block | SENP1 inh | PfG6PD inh | SENP8 block-2
CCCOc1ccc(S(=O)(=O)N2CCN(C)CC2)c2ccccc12 | 2 | 2 | -4 | 4 | 4 | -7 | -3 | -1 | 4
COc1cccc(NC(=O)C2CCN(S(C)(=O)=O)CC2)c1 | -7 | -2 | -9 | -26 | -5 | -7 | 0 | 1 | 2
Cc1ccc(S(=O)(=O)N2CCN(C(=O)CN3C(=O)NC(C)(c4ccc(Cl)cc4)C3=O)CC2)c(C)c1 (stereo not given) | 10 | -3 | 5 | -2 | -2 | -1 | 3 | -13 | 14
CC(=O)Nc1ccc(NC(=O)C(C)OC(=O)c2ccc3ccccc3n2)cc1 (stereo not given) | 13 | 3 | 0 | 0 | 2 | -7 | 5 | 2 | 4
COc1ccc(/C=C2\SC(=O)N(CCNC(=O)Cc3coc4cc(C)ccc34)C2=O)cc1OC | 3 | -1 | -8 | -6 | 4 | 4 | -8 | 19 | -68
CC(C)CN(C(=O)COC(=O)c1ccc([N+](=O)[O-])s1)c1c(N)n(Cc2ccccc2)c(=O)[nH]c1=O | -3 | 0 | 47 | 38 | -1 | 7 | 1 | 9 | 20
Cc1ccc(NC(=S)NC(C)(C)C)c([N+](=O)[O-])c1 | 4 | 1 | 2 | -2 | -2 | 5 | 2 | -7 | 8
Cn1c(COc2ccccc2)nnc1SCC(=O)Nc1ccc2c(c1)OCO2 | 1 | -2 | 4 | -2 | -3 | -6 | 0 | 29 | 0
COc1cc(N)c(Cl)cc1C(=O)OCC(=O)NCc1cccs1 | 19 | 2 | 1 | -2 | -2 | 0 | 0 | 0 | 14
CCOc1ccccc1NC(=O)c1cc(C(=O)Nc2ccccc2OCC)cc(N2C(=O)CCC2=O)c1 | 8 | 2 | -1 | -12 | -4 | 1 | 2 | -13 | 10
O=c1c2ccccc2nc(/C=C/c2ccc(Cl)cc2)n1CCO | 1 | -3 | 8 | -3 | -2 | 7 | -1 | 19 | -22
N#Cc1ccccc1S(=O)(=O)N1CCN(C(=O)[C@H](Cc2ccccc2)NC(=O)c2ccco2)CC1 | -12 | -1 | -6 | -15 | -8 | 6 | 2 | 0 | 0
O=C(Nc1cc(C(F)(F)F)ccc1-n1cncn1)c1ccc([N+](=O)[O-])o1 | -7 | -6 | -1 | 5 | 4 | 2 | -55 | 21 | 6
Cc1nc2ccccc2c(=O)n1N | 6 | 1 | -2 | -14 | -10 | 6 | -1 | -12 | 23
CN(C)c1ccc(NC(=O)CSc2n[nH]c(-c3ccncc3)n2)cc1 | / | / | / | / | -1 | / | 3 | -13 | 16
CCOc1ccc(C)cc1S(=O)(=O)NC1CCCCCC1 | 5 | 3 | -5 | 0 | -1 | -9 | 0 | 7 | 5
O=C(NNC(=O)c1ccccc1O)c1ccco1 | -4 | -1 | -10 | -8 | -12 | 9 | 2 | -29 | 7
CC(=O)Nc1ccc(NC(=O)C2CCCN2C(=O)Nc2ccc(F)c([N+](=O)[O-])c2)cc1 (stereo not given) | 10 | -3 | 1 | -17 | -7 | 4 | 1 | -3 | 31
C=CCn1c(SCC(=O)O)nnc1-c1cccc(Cl)c1 | 7 | 2 | 2 | -6 | 6 | 2 | 0 | -21 | 19
Cc1ccccc1NC(=O)CC(=O)c1ccccc1 | 0 | 2 | -8 | 10 | -2 | 3 | 1 | -3 | 6
Cc1cc(NC(=O)C(C)Oc2ccc(C(C)(C)C)cc2)no1 (stereo not given) | 4 | 2 | -7 | 2 | -2 | 1 | -1 | 16 | 5
Cc1cc(NC(=O)Cn2cnc3c(cnn3C(C)(C)C)c2=O)no1 | 5 | -1 | 4 | -35 | -12 | 1 | 0 | -14 | 16
CCN(C(=O)COC(=O)/C=C/c1cccc([N+](=O)[O-])c1)c1c(N)n(Cc2ccccc2)c(=O)[nH]c1=O | -4 | -2 | -13 | -22 | -4 | -13 | 0 | 2 | 21
Cc1ccc(S(=O)(=O)N(C)c2ccc(OCC(=O)Nc3nc(-c4ccccc4)cs3)cc2)cc1 | -6 | 0 | 2 | 2 | -3 | 2 | -1 | -4 | 9
COC(=O)c1cc(NC2c3ccccc3C(=O)N2c2cccnc2)cc(C(=O)OC)c1 (stereo not given) | 6 | 0 | 9 | -13 | 2 | -2 | 3 | 9 | -122
CCOc1ccc(S(=O)(=O)Nc2ccc(C(=O)N(C)CC(=O)Nc3ccc(OC)cc3)cc2)cc1 | 1 | -1 | -8 | -12 | 1 | -1 | 2 | -7 | 7
Cc1ccc(OCC(=O)O/N=C(\N)c2cccc([N+](=O)[O-])c2)cc1C | 7 | -1 | 1 | -4 | -2 | -11 | 1 | 2 | 12
CCn1c(COc2ccc(C(C)C)cc2)nnc1SCC(=O)Nc1nccs1 | -1 | -5 | -3 | -4 | -7 | -1 | 2 | 0 | 9
S=C(Nc1ccccc1)N1N=C(c2cccs2)CC1c1cccs1 (stereo not given) | 10 | -2 | -1 | -14 | -3 | 7 | -6 | 5 | -45
CC1=CC(c2ccc(Cl)cc2)n2nc(NC(=O)CCC(=O)O)nc2N1 (stereo not given) | 8 | -1 | 0 | -8 | -2 | 7 | -116 | -9 | -433
Cc1ccc(O)c(-c2[nH]ncc2C(=O)c2ccc(Cl)cc2)c1 | 8 | -2 | 2 | -10 | 5 | -2 | 2 | -7 | 13
Brc1cccc(CNCC2CCCO2)c1 (stereo not given) | 0 | 3 | -5 | -8 | -2 | 5 | 0 | -3 | 17
CCOC(=O)C1(Cc2cccc(OC)c2)CCN(Cc2csc(C(C)=O)c2)CC1 | 3 | -1 | -11 | -25 | -1 | -4 | -1 | 27 | 13
Cc1nc(-c2ccccn2)nc(N(C)c2ccccc2)c1Cl | -2 | 1 | 8 | 11 | 0 | -1 | 0 | 7 | 4
O=C(O)c1ccc2c3c(ncnc13)-c1ccccc1C2=O | -46 | 1 | 16 | 24 | 11 | 16 | / | 20 | /
COc1ccc(CN(C(=O)CSc2nnc(-c3ccccc3C)o2)c2ccc(F)cc2)cc1 | 6 | -4 | 13 | 3 | 1 | 0 | 0 | 10 | 19
Cc1cc(=O)oc(C)c1C(=O)N[C@@H]1CCCCNC1=O | -1 | -4 | -4 | -5 | -12 | -4 | 0 | -24 | 6
CNCc1ccccc1Sc1ccc(OC)c(OC)c1 | 2 | -2 | 0 | -1 | 1 | 6 | 0 | 1 | 17
COc1ccc(NC(=O)Cc2c(C(=O)O)n(C)c3ccccc23)cc1OC | 6 | 3 | -4 | 1 | -1 | 1 | 0 | 2 | 5
CCOC(=O)C1CCN(C(=O)c2cccnc2)CC1 | 4 | 1 | 3 | 2 | -8 | -1 | 0 | 7 | 18
CCNCCNc1ccc(Cl)cc1[N+](=O)[O-] | -106 | -1 | -6 | -13 | -3 | -6 | 4 | -20 | 25
COc1ccc(C(c2nnnn2C(C)(C)C)N2CCN(C)CC2)cc1OC (stereo not given) | 4 | -2 | 2 | -10 | -4 | -6 | 1 | -8 | 10
Cc1ccccc1C(=O)NNC(=O)c1cccn1C | -1 | -1 | -20 | -4 | -3 | 10 | 1 | 0 | -1
C/C(=N\NC(=O)c1cccc(N/N=C(\C)c2ccccc2)c1)c1ccccc1 | / | / | / | / | 10 | / | -3 | 2 | -21
COc1ccccc1N(Cc1ccccc1)S(=O)(=O)c1cccc(C(=O)NCC2CCCO2)c1 (stereo not given) | 4 | -3 | 2 | 11 | 1 | -4 | -2 | -10 | 11

Filtered by structure: those above with two or more sulfur atoms (three)
SMILES | UBC13 polyUb | MIN6 prolif | SENP8 block-1 | SENP6 inh | HKDC1 inh | SENP7 block | SENP1 inh | PfG6PD inh | SENP8 block-2
Cc1ccc(S(=O)(=O)N(C)c2ccc(OCC(=O)Nc3nc(-c4ccccc4)cs3)cc2)cc1 | -6 | 0 | 2 | 2 | -3 | 2 | -1 | -4 | 9
CCn1c(COc2ccc(C(C)C)cc2)nnc1SCC(=O)Nc1nccs1 | -1 | -5 | -3 | -4 | -7 | -1 | 2 | 0 | 9
S=C(Nc1ccccc1)N1N=C(c2cccs2)CC1c1cccs1 (stereo not given) | 10 | -2 | -1 | -14 | -3 | 7 | -6 | 5 | -45

Additional structures
SMILES | UBC13 polyUb | MIN6 prolif | SENP8 block-1 | SENP6 inh | HKDC1 inh | SENP7 block | SENP1 inh | PfG6PD inh | SENP8 block-2
COCCCNC(=O)c1cc(S(=O)(=O)N2CCOCC2)ccc1SCc1cccc(OC)c1OC | -12 | -2 | -6 | 22 | -7 | -19 | 1 | -10 | 34
O=C(NC1CCCCCC1)c1nnc(Cc2ccc(Cl)cc2)o1 | 6 | 3 | 3 | -1 | 1 | 5 | -1 | -5 | 11
CCc1c(C)nc(SCCOc2ccc(OC(C)C)cc2)[nH]c1=O | 4 | -2 | -4 | -2 | -2 | -3 | 1 | -20 | 29
COc1ccc(CCN(C)Cc2ccc(C(=O)Nc3ccccc3)cc2)cc1OC | 0 | -1 | -19 | -9 | -1 | -6 | -1 | 5 | -2
Cc1ccc(NC(=O)c2ccc(Cl)nc2)cc1S(=O)(=O)N1CCOCC1 | -8 | 0 | -1 | -11 | -5 | 7 | 0 | 8 | -7
CCCn1c(SCC(=O)N2CCCCC2)nnc1-c1ccccn1 | 2 | -1 | 1 | -18 | / | 1 | / | / | /
CC1(C)Cc2c(C#N)c(N3CCN(C(=O)c4ccco4)CC3)nc(Cc3ccccc3)c2CO1 | 9 | -3 | -7 | -20 | 3 | 3 | -3 | -1 | i
Clc1ccc(N2CCN(/N=C/c3cccnc3)CC2)cc1 | 3 | 2 | 0 | -7 | -2 | 5 | 2 | 2 | 15
Cc1ccc(C2=CC(=O)C[C@H](c3ccc(F)cc3)C2)cc1 | 7 | -3 | 13 | -1 | 7 | 4 | 1 | 7 | 9
Cc1sc2ncn(CC(=O)N3CCN(c4ccccn4)CC3)c(=O)c2c1S(=O)(=O)N1CCCCC1 | -4 | -2 | -15 | -30 | -2 | -8 | -4 | 11 | -2
O=C(CN1CCCC1c1cccs1)Nc1cc(S(=O)(=O)N2CCCC2)ccc1Cl (stereo not given) | 4 | -4 | 3 | -11 | 0 | -3 | 4 | 13 | 18
CC(=O)c1c(C)[nH]c(C(=O)NNC(=O)COc2cc(C)cc(C)c2)c1C | 5 | 4 | 13 | -5 | 1 | -1 | 2 | -10 | -6
CN(C)c1oc(-c2ccco2)nc1S(=O)(=O)c1ccc(Br)cc1 | 2 | -2 | -6 | 4 | 1 | -1 | 0 | -3 | -4
CN(CC(=O)Nc1ccc(N2CCOCC2)cc1)C(=O)c1ccc(CS(C)(=O)=O)cc1 | 1 | -2 | 13 | 1 | 2 | -2 | 0 | 2 | 15
Cc1ccc2oc(=O)c3cnn(CC(=O)NCCCOC(C)C)c3c2c1 | 1 | 1 | 5 | 4 | 1 | -2 | 4 | -6 | 14
CC(C(=O)N=Nc1c(O)[nH]c2ccccc12)n1cnc2ccccc2c1=O (stereo not given) | -5 | -3 | -4 | -18 | -8 | -6 | 1 | 12 | 21
COc1ccc(-c2noc(CCC(=O)Nc3ccc(C)c(C)c3)n2)cc1 | 13 | -2 | -15 | -12 | -11 | -2 | 1 | 14 | -2
CC1=C(C(=O)OC(C)C)C(c2ccc(O)cc2)NC(=O)N1 (stereo not given) | 2 | 1 | -12 | 8 | -2 | -3 | 1 | 0 | 3
